# OPRM1-OPRD1 ag: agonists of OPRM1-OPRD1 heterodimerization, primary screen, cell-based, luminescence | Mu-type opioid receptor (Homo sapiens) + Delta-type opioid receptor (Homo sapiens), … | cells | activation, % at 9.3 µM | 340,000 tested, 0.3% active; in the data active means activation above about 18%;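 further: 0% = vehicle-treated cells and 100% = reference agonist; values of inactives mirror those of a sister screen read the other way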
# MOR-DOR inv ag: inverse agonists of MOR-DOR heterodimerization, primary screen, cell-based, luminescence. 340,000 tested, 0.21% active. inhibition, % at 9.3 µM. AID 504357, 2011. Mu-type opioid receptor (Homo sapiens) + Delta-type opioid receptor (Homo sapiens), …. cell-based MOR-DOR heterodimer luminescence, inverse agonism; in the data active means inhibition above about 22%, passing the limit was not always enough;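 further: 0% = cells with DMSO and 100% = wells without cells with DMSO; values of inactives mirror those of a sister screen read the other way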
# Tat transport: E. coli Tat export inhibitors, primary screen, MC4100, TorA-mCherry reporter, fluorescence, single point | inhibition, % at 10 µM | 340,000 tested, 0.036% active;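 active means mean replicate inhibition at least 50% and at least half of replicates individually reaching 50%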;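 further: exported cargo escapes ClpAP degradation while cytoplasmic cargo is degraded and loses fluorescence; 0% = median of neutral control wells and 100% = median of NaSCN control wells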
# PKA-R1A act: activators of PKA-R1A holoenzyme, primary screen, biochemical, fluorescence polarization, Cy5-IP20, bovine R1A, mouse PKAc; cAMP-dependent protein kinase type I-alpha regulatory subunit (Bos taurus) + …; PKA-R1A dissociation; scaled: DMSO 0%, 113 µM cGMP 100%; activation, % at 11.4 µM; 340,000 tested, 0.083% active; AID 504707, 2011;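 active means percent activation above the mean of all tested compounds plus 3 SD, cut at about 19% in these data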;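 further: higher means more PKAc released from R1A so a rise in polarization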
# Ecoli viability: E. coli V3065 growth inhibition, primary screen, counter-screen for AddAB inhibitor project, absorbance, OD600. 330,000 tested, 0.27% active. AID 449728, 2010. inhibition, % at 11.9 µM. 18 h;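 active means inhibition above the campaign's mean inhibition across all tested compounds plus 3 SD, cut at about 9.9% in these data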;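 further: uninfected addAB+ strain grown without phage in ampicillin broth; 0% = DMSO wells and 100% = ciprofloxacin 0.95 µg/ml wells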
# PfHsp90 set2: growth inhibition of PfHsp90-expressing yeast, primary screen, antimalarial PfHsp90 inhibitor project, S. cerevisiae, BacTiter-Glo luminescence, single point, set 2 | BacTiter-Glo ATP, 48 h; yeast lacking PDR1 and PDR3 efflux regulators | inhibition, % at 9.4 µM | 310,000 tested, 0.32% active;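 active means every replicate shows inhibition above about 80%, whatever the replicate mean, limit read from the data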;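 further: 0% = DMSO neutral controls and 100% = 20 µM radicicol positive controls; yeast relying on Plasmodium falciparum Hsp90 in place of its own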
# SUMO Mot1 rescue: yeast Mot1-301 growth rescue at high temperature, primary screen, SUMOylation pathway inhibitor project, S. cerevisiae, ATP luminescence, 38.5C | 320,000 tested, 1% active | growth rescue, % at 18.8 µM | S. cerevisiae Mot1-301 growth rescue; percent above DMSO median, 100 means doubled | AID 2716, 2010;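 active means every valid replicate shows activation above 250% relative to neutral control wells; inactive means the rest, any valid replicate at or below 250%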;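 further: OY570 slx delta 5 strain wells were the positive control but not used for scaling; some compounds called inactive have numbers as strong as hits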
# phage Ecoli inh: growth loss of phage-infected E. coli, primary screen, RecBCD inhibitor project, absorbance, with phage, HTS; AID 651602, 2012; 360,000 tested, 0.26% active; inhibition, % at 11.9 µM; in the data active means inhibition above about 11%
# Arr AP2 block: inhibitors of beta-arrestin/AP2 binding, primary screen, biochemical, GPCR trafficking, flow cytometry; inhibition, % at 10 µM; FITC-arrestin peptide / GST-AP2 beads; AP2 beta2 appendage carries R879A mutation; AID 504490, 2011; 340,000 tested, 0.31% active;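 active means inhibition above a set limit, near 3 SD of compounds lacking own fluorescence, cut at about 54% in these data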;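 further: plate controls were DMSO wells for no effect and 5 µM unlabelled arrestin peptide for full effect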
#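 System: GST-AP2 R879A glutathione beads. Medium: PBS with 0.05% Tween 20 and 0.1% BSA. Also added: FITC-arrestin peptide, 50 nM. Incubation: 12 min plus 1 h, RT. Measured by: high-throughput flow cytometry of beads, ex 488, em 535 nm. Evaluation: percent drop in bead-associated FITC signal.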
# AddAB inh: growth inhibition of E. coli expressing H. pylori AddAB, primary screen, AddAB inhibitor project, absorbance; AID 435030, 2010; inhibition, % at 11.9 µM; 330,000 tested, 0.29% active; in the data active means inhibition above about 12%;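 further: 0% = vehicle wells of infected cells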
# DSG3 Ab inh: inhibitors of pemphigus antibody binding to DSG3, primary screen, biochemical, bead-based, flow cytometry, scFv-GFP | 310,000 tested, 0.48% active | binding (percent of control), % at 10 µM | Desmoglein-3 (Homo sapiens), P32926 | DSG3-coupled beads, scFv-anti-DSG3-GFP binding; hits give low values | AID 588358, 2011;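 active means binding more than 3 SD below its plate's average and above zero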;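 further: hits lower antibody fragment binding to DSG3; some compounds called inactive have numbers as strong as hits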
# Target sequence (P32926 whole entry, looked up, the tested form may be a part): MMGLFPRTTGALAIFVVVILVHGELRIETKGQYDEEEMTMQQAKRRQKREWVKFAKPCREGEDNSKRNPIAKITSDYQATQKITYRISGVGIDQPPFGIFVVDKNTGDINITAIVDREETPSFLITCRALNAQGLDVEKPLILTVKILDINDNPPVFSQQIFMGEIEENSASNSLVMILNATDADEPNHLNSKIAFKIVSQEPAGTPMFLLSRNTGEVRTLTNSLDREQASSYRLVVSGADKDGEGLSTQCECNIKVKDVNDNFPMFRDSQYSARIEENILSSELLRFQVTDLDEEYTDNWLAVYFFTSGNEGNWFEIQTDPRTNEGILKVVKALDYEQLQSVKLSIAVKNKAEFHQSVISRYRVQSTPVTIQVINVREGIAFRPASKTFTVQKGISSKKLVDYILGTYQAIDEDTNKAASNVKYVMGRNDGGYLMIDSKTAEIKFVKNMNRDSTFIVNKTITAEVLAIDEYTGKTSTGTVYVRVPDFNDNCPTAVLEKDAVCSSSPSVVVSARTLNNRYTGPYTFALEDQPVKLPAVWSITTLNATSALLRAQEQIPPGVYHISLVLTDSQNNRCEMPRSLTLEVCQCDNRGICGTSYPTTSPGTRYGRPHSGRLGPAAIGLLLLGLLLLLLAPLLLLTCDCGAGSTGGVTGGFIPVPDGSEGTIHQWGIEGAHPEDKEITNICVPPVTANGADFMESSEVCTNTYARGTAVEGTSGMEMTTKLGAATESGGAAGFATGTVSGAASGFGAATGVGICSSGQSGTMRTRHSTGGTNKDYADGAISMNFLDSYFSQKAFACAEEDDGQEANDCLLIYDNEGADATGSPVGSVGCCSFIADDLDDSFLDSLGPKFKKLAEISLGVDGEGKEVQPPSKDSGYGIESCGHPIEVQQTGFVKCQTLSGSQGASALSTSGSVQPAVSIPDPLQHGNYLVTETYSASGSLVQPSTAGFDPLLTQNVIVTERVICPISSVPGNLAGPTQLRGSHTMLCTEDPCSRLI
# * hit, by the source's call; . = no result given.
# Order of values: OPRM1-OPRD1 ag, MOR-DOR inv ag, Tat transport, PKA-R1A act, Ecoli viability, PfHsp90 set2, SUMO Mot1 rescue, phage Ecoli inh, Arr AP2 block, AddAB inh, DSG3 Ab inh
- Cn1ncc2c(NNC(=O)c3ccc(O)cc3)ncnc21
    -2.2, 12, 0, -2, 3.4, 16, ., 4.4, -4, 1.2, 97
- CC1CCN(C(=O)CCN2C(=O)/C(=C/c3cccs3)SC2=S)CC1
    2.3, -13, 1, 10, 0.1, 11, -14, -0.5, 39, 1.7, 98
- COc1cc(-c2nc(CN3CCN(c4ncccn4)CC3)c(C)o2)ccc1F
    -3.0, 15, -3, -1, 0.0, -113, -3, 3.7, -18, -1.5, 99
- CN1C[C@@H]2[C@@H]3C(=O)N(C)C(=O)[C@@H]3[C@](Cc3ccccc3)(C1=O)N2C(=O)c1ccc(Cl)cc1
    -0.6, 4, -6, -6, ., 5, ., 1.4, -3, ., 108
- COc1ccc(NC(=O)CSc2nnc(-c3cccnc3)n2C)cc1
    1.5, -8, 6, 14, -1.0, -5, -22, 2.8, 4, 2.9, 96
- COc1ccc(Br)c2oc(S)cc(=O)c12
    -1.5, 9, -3, 9, -0.3, -6, -5, 2.9, 31, 0.3, 100
- Cc1cc(C)cc(OCC(=O)NC(C)c2ccccc2)c1 (stereo unspecified)
    -1.0, 4, 10, 7, 2.4, -16, 14, 0.8, -9, 2.8, 95
- Fc1ccc(Nc2ncnc3sc4c(c23)CCC4)cc1F
    -0.4, 2, -4, -5, 0.3, 8, -31, 2.3, 6, 2.8, 99
- Cc1c(C(=O)N2CCCC2)c(S(=O)(=O)N2CCCCC2)c(C)n1C
    -1.9, 10, -5, 7, -1.0, 2, 6, -1.0, 14, 3.9, 103
- Nc1c(Cl)cc(-c2csc(N3CCCC3c3nc4cc(Cl)c(N5CCCCC5)cc4n3CCCO)n2)cc1Cl (stereo unspecified)
    1.8, -10, -6, 1, -2.9, -23, -4, 0.6, -3, -0.7, 89
- O=C(NCc1ccco1)C(c1ccccc1)N(CC1CCCO1)C(=O)Cn1nnc2ccccc21 (stereo unspecified)
    -1.9, 9, -8, -6, -0.2, 10, -14, 3.5, 4, 0.1, 106
- CC(C)(C)OC(=O)N1CCC(c2c(C(=O)NCC3CCN(C4CCCC4)C3)cnn2-c2ccccc2Cl)CC1 (stereo unspecified)
    -0.4, 2, 3, -6, -2.2, -3, -4, 4.6, 2, 1.0, 114
- CCn1c(C)csc1=NC(=O)c1ccccc1
    0.1, -1, 14, -18, 2.8, 25, 8, 4.5, -6, 4.0, .
- COc1cccc(NS(=O)(=O)c2ccc3[nH]cc(C(=O)N(C)Cc4ccco4)c(=O)c3c2)c1
    -2.4, 14, 12, -4, -3.5, 9, -5, 0.3, 2, -0.4, 106
- NNC(=O)CSCc1nc(-c2ccc(Cl)cc2)cs1
    ., ., ., ., -0.4, ., 3, 2.0, -4, 1.1, 101
- CC(C)(C)OC(=O)NCc1ccc(NC(=O)c2nc[nH]c2C(=O)NCCCCCCNC(=O)c2[nH]cnc2C(=O)Nc2ccc(CNC(=O)OC(C)(C)C)cc2)cc1
    -2.1, 13, -2, -4, -0.1, -40, -12, 0.3, -1, -0.6, 102
- CCOC(=O)c1ccc(NC(=O)COc2ccc(S(=O)(=O)NC(C)(C)C)cc2)cc1
    0.9, -4, 20, -3, -0.4, 16, 3, 0.6, -9, 4.2, 101
- COc1ccc(CCNc2nc(C)c(C(C)=O)s2)cc1OC
    -1.1, 6, -6, -4, -2.4, -24, -5, ., 1, -1.1, 111
- Cc1cc(O)c(C=Nc2ccc(N3CCOCC3)cc2)c(C)c1Cl
    4.3, -21, 4, -1, 0.7, 20, -12, -1.6, 9, 0.5, 106
- C=CCn1c(SCC(=O)Nc2ccc(OC)cc2)nc2ccccc2c1=O
    0.1, 0, -7, -3, 0.4, -5, 20, 0.3, 15, -0.2, 101
- O=c1c(O[C@@H]2O[C@H](CO)[C@@H](O)[C@H](O)[C@H]2O)c(-c2ccc(O)cc2)oc2cc(O)cc(O)c12
    -0.9, 4, -5, 0, -1.8, -3, -9, ., 4, 1.4, 105
- Cc1ccnc(NC(=O)c2ccc3c(c2)OCO3)c1
    -1.1, 6, 2, -8, -1.3, 25, -17, 2.7, 0, 2.1, 104
- COc1ccc(CCNc2c(C)c(C)nc3ncnn23)cc1
    5.4, -28, 1, 8, 0.8, 11, -3, 0.6, 5, 1.4, 109
- Nc1cc(=O)nc(SCC(=O)N2CCN(c3ccccc3)CC2)n1-c1ccccc1
    -2.9, 15, -2, -7, 2.8, -6, -1, -0.9, -9, 0.7, .
- O=C1c2ccccc2C(=O)N1c1nccs1
    -2.0, 10, 1, 2, ., -4, ., 4.1, 34, ., 110
- COc1ccc(S(=O)(=O)N2CCC(C(=O)N[C@@H](C)C(=O)NCc3cccc(OC)c3)CC2)cc1
    -2.1, 11, -6, -10, 1.4, 18, 71, -0.9, -10, 1.9, 96
- Cc1ccc(S(=O)(=O)N2CCOCC2)cc1C(=O)N1CCCC1
    1.2, -10, -3, -5, -1.3, 10, 107, 2.9, 27, 3.1, 118
- COC(=O)c1cccc(N(C(=O)CNC(=O)c2cccs2)C(C(=O)NCC2CCCO2)c2ccc(OC)c(OC)c2)c1 (stereo unspecified)
    -4.0, 21, -9, -11, -1.5, -14, -4, 2.5, -6, 0.1, 105
- COc1cc(CN2CCN(Cc3ccc([N+](=O)[O-])cc3)CC2)c([N+](=O)[O-])cc1OC
    2.5, -11, -14, 6, -2.4, -6, 86, -0.1, 19, 3.0, 163
- CC(C)CCN1CC(O)=C(c2nc(-c3ccc(Cl)cc3)cs2)C1=N
    2.2, -9, 9, 5, 0.0, -6, -7, 1.3, 0, 3.0, 103

# One compound at a time, from the list above. Order of screens: OPRM1-OPRD1 ag, MOR-DOR inv ag, Tat transport, PKA-R1A act, Ecoli viability, PfHsp90 set2, SUMO Mot1 rescue, phage Ecoli inh, Arr AP2 block, AddAB inh, DSG3 Ab inh
# COc1ccc(S(=O)(=O)N2CCC(C(=O)N[C@@H](C)C(=O)NCc3cccc(OC)c3)CC2)cc1 reads -2.1, 11, -6, -10, 1.4, 18, 71, -0.9, -10, 1.9, 96
# Cc1cc(O)c(C=Nc2ccc(N3CCOCC3)cc2)c(C)c1Cl reads 4.3, -21, 4, -1, 0.7, 20, -12, -1.6, 9, 0.5, 106
# Nc1cc(=O)nc(SCC(=O)N2CCN(c3ccccc3)CC2)n1-c1ccccc1 reads -2.9, 15, -2, -7, 2.8, -6, -1, -0.9, -9, 0.7, .
# Cc1c(C(=O)N2CCCC2)c(S(=O)(=O)N2CCCCC2)c(C)n1C reads -1.9, 10, -5, 7, -1.0, 2, 6, -1.0, 14, 3.9, 103

# Next compounds.
# Order of values: OPRM1-OPRD1 ag, MOR-DOR inv ag, Tat transport, PKA-R1A act, Ecoli viability, PfHsp90 set2, SUMO Mot1 rescue, phage Ecoli inh, Arr AP2 block, AddAB inh, DSG3 Ab inh
- O=C(N/N=C/c1ccccn1)c1ccncc1
    -3.4, 15, -7, -5, 3.5, 9, -7, 0.1, -22, 1.7, 93
- CN1/C(=C\C=[N+](C)c2ccccc2)C(C)(C)c2ccccc21
    -0.1, 1, -2, -9, -0.4, 0, 256, -0.8, 1, 0.8, 105
- COc1cc2c(cc1OC)CN(C(=O)Cc1ccccc1)CC2
    -1.3, 6, 2, 12, -1.6, -6, -11, 1.9, -3, 0.0, 94
- Nc1nnnn1/N=C/c1cc(Cl)cc(Cl)c1OCc1ccc(Cl)cc1Cl
    -2.9, 14, 2, -2, -1.8, -34, 1, 3.4, 2, 0.2, 63
- Cc1c(C(=O)N(Cc2ccc(Cl)cc2)C2CCS(=O)(=O)C2)oc2ccccc12 (stereo unspecified)
    1.0, -5, 2, -11, 0.6, -15, 105, 1.5, 1, 0.5, 105
- COC(=O)c1ccc(Cn2nc(C)cc2C)cc1
    -1.4, 8, -1, -11, -0.6, -29, 4, 3.2, 6, 0.3, 92
- CC(C)(C)c1ccc(C(=O)NCCCNC(=O)c2ccco2)cc1
    -1.3, 8, 2, -6, -2.5, -3, 0, 2.2, 3, -0.2, .
- COc1cccc(NC(=O)Nc2cc(Cl)ccc2C)c1
    4.6, -23, -2, -3, -0.9, -1, 15, 3.8, 4, 0.9, 85
- COc1ccc(S(=O)(=O)N/N=C(/C)c2ccc(Cl)cc2)cc1
    2.9, -15, -6, -4, 2.4, ., 101, 3.6, 30, -0.5, 96
- O=C(Cc1ccc(Br)cc1)N1CCCC1
    -2.0, 10, 0, 8, -0.4, -4, 7, 3.3, -9, 2.5, 103
- Cc1ccc(C(=O)N(Nc2nc3ccccc3s2)C(=O)c2ccc(C)cc2)cc1
    -3.3, 17, 3, -3, 0.9, -7, -8, 3.3, -3, 0.8, 83
- CCCCNCCOCCOc1ccc(Cl)cc1Br
    -1.6, 8, 2, -5, 3.3, 1, 6, 2.7, -13, 3.7, 94
- O=c1c2ccc(Cl)cc2nc(-c2ccc([N+](=O)[O-])cc2)n1O
    0.3, -2, -6, 3, -1.2, 18, 0, 6.3, 5, 1.7, 94
- CCOC(=O)c1c(NC(=O)CN2C(=O)C(=O)N(C(C)C)C2=O)sc(C)c1CC
    1.2, -5, -5, -3, -1.8, 5, 11, 1.4, -11, -0.9, 93
- CCc1ccc(NC(=O)c2cc(-c3ccc4c(c3)OCO4)on2)cc1
    0.5, -4, -20, 5, -0.8, -8, -5, 2.2, 21, 4.2, 105
- Cc1ccc(NCCN(C)C)c2c(=O)c3cc(O)ccc3sc12
    -0.7, 4, -9, -4, ., 29, ., 1.2, -8, ., 94
- CCOC(=O)c1c(NC(=O)CSc2nncn2C)sc(C)c1C
    -2.5, 13, -1, 0, 0.2, 19, -10, 2.4, -3, 2.9, 102
- COc1ccccc1NC(=S)NC1CCCCCC1
    0.1, 0, -1, -3, -0.2, 26, -5, 4.2, 9, 2.9, 105
- Cc1ccc(S(=O)(=O)NCCCCCC(=O)Nc2cccc(C)c2)cc1
    -0.4, 2, 6, 1, -0.3, 1, 19, -1.8, 4, 2.8, 102
- CCOC(=O)c1ccc(NC(=S)N2CCCC(C(=O)OCC)C2)cc1 (stereo unspecified)
    -2.8, 14, 3, -4, -0.3, -11, -20, 3.3, -9, -1.3, 104

# Screening data (PubChem BioAssay)
